# MITF inh = human MITF inhibition, primary screen; O75030; AlphaScreen MITF homodimerization, bead proximity signal; inhibition, % at 2.6 µM; hit rate 0.91% among 650,000; AID 1259374; in the data active = inhibition above about 50%;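 note: 0% = vehicle wells with protein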
# Target sequence (O75030 whole entry, looked up): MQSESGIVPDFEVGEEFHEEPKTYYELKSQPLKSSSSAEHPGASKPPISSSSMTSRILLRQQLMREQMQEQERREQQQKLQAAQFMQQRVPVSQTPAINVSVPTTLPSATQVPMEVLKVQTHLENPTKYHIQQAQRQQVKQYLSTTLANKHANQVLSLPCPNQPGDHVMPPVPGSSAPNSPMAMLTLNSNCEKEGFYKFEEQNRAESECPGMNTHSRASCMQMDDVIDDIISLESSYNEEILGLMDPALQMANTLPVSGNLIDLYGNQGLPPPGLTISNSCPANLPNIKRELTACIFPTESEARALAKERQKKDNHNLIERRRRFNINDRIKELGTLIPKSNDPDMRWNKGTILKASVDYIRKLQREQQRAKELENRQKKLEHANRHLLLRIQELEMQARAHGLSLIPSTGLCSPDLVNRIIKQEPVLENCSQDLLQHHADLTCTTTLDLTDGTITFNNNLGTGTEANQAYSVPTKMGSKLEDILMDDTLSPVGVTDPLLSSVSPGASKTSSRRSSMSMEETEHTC
# FBW7 activator = human FBW7 E3 ligase activation, primary screen; hit rate 0.13% among 650,000; AlphaScreen FBW7–phospho-cyclin E peptide binding, activator screen; normalized activity (activation), % at 26.1 µM; Q969H0; in the data active = normalized activity above about 1.9%;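 note: purified mutant Fbw7 with reduced substrate affinity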
# GPR151 activ = human GPR151 activation | activation, % at 11.2 µM | PathHunter beta-arrestin GPR151 cells, luminescence | AID 1508602 | hit rate 1% among 650,000 | Q8TDV0; in the data active = activation above about 4.9%;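 note: 0% = median of compound wells and 100% = cells with positive control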
# TEAD-YAP block = TEAD-YAP interaction inhibition; AID 1259422; HEK-TIYL cells, TEAD-Gal4/YAP UAS-luciferase luminescence; inhibition, % at 9.12 µM; hit rate 1.4% among 640,000; in the data active = inhibition above about 32%;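 note: 0% = median of test compound wells and 100% = reference inhibitor wells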
# Active calls of the source: *.
# Letters: A = MITF inh; B = FBW7 activator; C = GPR151 activ; D = TEAD-YAP block
1: COc1ccc(Br)cc1C1N=C(c2ccc3c(c2)OCO3)CC(c2cc(Cl)ccc2O)N1 (stereo unspecified)
  A: 3; B: 0.0; C: -0.8; D: -6

2: Cc1ccccc1NC(=O)CSc1n[nH]c(-c2ccccc2O)n1
  A: 11; B: 0.1; C: -0.3; D: 18

3: COc1ccc(NC(C)=S)cc1C
  A: 13; B: 0.1; C: -1.6; D: -4

4: O=C(c1cc(-c2ccco2)on1)N1CCN(C(=O)[C@@H]2C[C@H]2c2cccs2)CC1
  A: 18; B: 0.2; C: -0.9; D: -11

5: COc1ccc(NC(=O)CN2C(=O)C(=O)N(C3CCCC3)C2=O)c(OC)c1
  A: 12; B: 0.4; C: 0.2; D: 2

6: COc1ccccc1OCC(=O)OCC(=O)NCCN1C(=O)CSC1=O
  A: -1; B: -0.1; C: 2.3; D: -1

7: O=C(NCc1cccc(OC(F)(F)F)c1)c1c[nH]c2cc(-c3cn[nH]c3)ccc12
  A: 15; B: 0.0; C: -1.0; D: 3

8: O=C(NC1NC(c2ccccc2)=CS1)c1ccc([N+](=O)[O-])s1 (stereo unspecified)
  A: 5; B: -0.1; C: 3.1; D: -12

9: COc1ccc(-n2c3c(cc(C(=O)NCc4ccccc4)c2=O)C(=O)CCC3)cc1
  A: 9; B: 0.0; C: -1.7; D: -11

10: O=C(CC1(c2ccccc2Cl)CC(=O)N(C2CCCC2)C1=O)N(CCO)CCO (stereo unspecified)
  A: -4; B: 1.8; C: 0.4; D: 1

11: CC1(C)S[C@@H]2[C@H](NC(=O)COc3ccccc3)C(=O)N2[C@H]1C(=O)O
  A: -13; B: 0.1; C: -0.6; D: -7

12: COc1ccc(Nc2ncc(-c3cc4cc(OC)ccc4oc3=O)s2)cc1
  A: 31; B: 0.1; C: 0.0; D: 11

13: Cc1cccc(NC(=O)C2c3ccccc3Oc3ccccc32)c1C
  A: 2; B: -0.1; C: 0.8; D: -4

14: COc1cc(/C=C2/C(=N)N3C=CSC3=NC2=O)ccc1OCc1ccc2c(c1)OCO2
  A: 3; B: 0.0; C: -3.8; D: -14

15: c1nc(NCc2ccc3c(c2)OCO3)c2c3c(sc2n1)CCCC3
  A: 7; B: 0.1; C: -0.9; D: -24

16: N#CC1=C(N)N(c2ccc(Br)cn2)C2=C(C(=O)CCC2)C1c1ccsc1 (stereo unspecified)
  A: 25; B: 0.4; C: 1.4; D: -16

17: Cc1ccc(C)c(Cc2c(C)nc3nc(SCC(=O)NCCc4ccccc4)nn3c2C)c1
  A: 4; B: 0.0; C: -0.5; D: 4

18: Clc1cc(Nc2ccc(N3CCOCC3)cc2)ncn1
  A: 10; B: 0.1; C: -0.8; D: -12

19: CN(C)CCN(Cc1ccccc1)C(=O)C(C(=O)c1ccccc1)n1ccccc1=O (stereo unspecified)
  A: -4; B: -0.1; C: -0.6; D: 0

20: O=C(COC(=O)c1ccc(N2CCOCC2)c([N+](=O)[O-])c1)c1ccc(OC(F)F)cc1
  A: -3; B: -0.2; C: -1.0; D: -1

21: Cc1ccc(CNC(=O)Cn2c3ccccc3c3cn[nH]c(=O)c32)cc1
  A: -3; B: -0.1; C: 1.6; D: -3

22: Cc1cc(-c2cnc(C)nc2C2CCN(C(=O)c3ccc4ncccc4c3)CC2)on1
  A: 14; B: 0.1; C: 0.9; D: -1

23: COc1ccc2c(c1)C[C@H](C(=O)Nc1ccc(-c3cn[nH]c3)cc1OCC1CNC1)NC2
  A: -16; B: 0.1; C: 0.2; D: 10

24: Cc1csc2nc(CSc3nc4ccccc4s3)c(Br)n12
  A: -16; B: 0.1; C: -0.1; D: -95

25: CSCCC(NS(=O)(=O)c1ccc2c(c1)oc(=O)n2C)C(=O)NC1CCCCC1 (stereo unspecified)
  A: 8; B: 0.0; C: 0.3; D: 11

# A draw from above in order of length of the SMILES, rising:
# Letters: A = MITF inh; B = FBW7 activator; C = GPR151 activ; D = TEAD-YAP block
13: Cc1cccc(NC(=O)C2c3ccccc3Oc3ccccc32)c1C
  A: 2; B: -0.1; C: 0.8; D: -4

6: COc1ccccc1OCC(=O)OCC(=O)NCCN1C(=O)CSC1=O
  A: -1; B: -0.1; C: 2.3; D: -1

10: O=C(CC1(c2ccccc2Cl)CC(=O)N(C2CCCC2)C1=O)N(CCO)CCO (stereo unspecified)
  A: -4; B: 1.8; C: 0.4; D: 1

22: Cc1cc(-c2cnc(C)nc2C2CCN(C(=O)c3ccc4ncccc4c3)CC2)on1
  A: 14; B: 0.1; C: 0.9; D: -1

1: COc1ccc(Br)cc1C1N=C(c2ccc3c(c2)OCO3)CC(c2cc(Cl)ccc2O)N1 (stereo unspecified)
  A: 3; B: 0.0; C: -0.8; D: -6

# Going on with the list:
# Letters: A = MITF inh; B = FBW7 activator; C = GPR151 activ; D = TEAD-YAP block
26: COc1ccc(-n2nnc3c(=O)n(CC(=O)NC4CCCCC4)cnc32)cc1
  A: -6; B: -0.3; C: 2.3; D: -1

27: Cc1cccn2c(=O)c(/C=C3\SC(=S)N(CC(C)C)C3=O)c(N3CCCC3)nc12
  A: -1; B: 0.1; C: 1.1; D: 7

28: Cc1ccc2onc(CC(=O)N3CCN(c4ccccn4)CC3)c2c1
  A: 0; B: 0.6; C: -1.9; D: 9

29: COc1ccc2c(c1)sc1ncc(C(=O)Nc3ccc(Cl)cc3)c(=O)n12
  A: 1; B: 0.8; C: -0.6; D: -6

30: N#Cc1c2n(c(=S)n(-c3ccc(F)cc3)c1=O)CCCCC2
  A: -11; B: 0.1; C: -0.1; D: 7

31: Cc1ccc2ccc(S(=O)(=O)n3ccnc3)cc2c1
  A: 10; B: 0.2; C: 1.3; D: -2

32: CCCCNC(=O)CNC(=S)N(Cc1ccccc1)Cc1cccs1
  A: -12; B: 0.1; C: -0.9; D: -4

33: CC1C=C(c2ccccc2)Nc2ncnn21 (stereo unspecified)
  A: -15; B: 0.1; C: 0.3; D: -16

34: O=C1c2ccc(F)cc2C(=O)N1Cc1ccccc1
  A: -13; B: -0.1; C: -0.3; D: 2

35: Cc1cc(OCC(=O)N/N=C/c2cc(=O)[nH]c(=O)[nH]2)cc(C)c1Cl
  A: 6; B: -0.3; C: 1.4; D: 4

36: Cc1c(Cl)cccc1NC(=O)c1ccc(N(C)S(=O)(=O)c2ccccc2)cc1
  A: 3; B: 0.0; C: -0.1; D: 14

37: CCC(C)C(=O)C(=O)N1CCC(n2nccc2NC(=O)CCOc2ccccc2)CC1 (stereo unspecified)
  A: -3; B: -0.2; C: 0.2; D: -6

38: Cc1cc2nccc(C3CCN(C(=O)OC(C)(C)C)CC3)n2n1
  A: -27; B: 0.1; C: -0.7; D: -10

39: COc1ccccc1NS(=O)(=O)c1ccc(N/N=C/c2ccc(O)cc2)c([N+](=O)[O-])c1
  A: 4; B: 0.0; C: 0.6; D: 1

40: Oc1c(C(Nc2ccccc2)c2ccccn2)ccc2cccnc12 (stereo unspecified)
  A: 94*; B: -2.0; C: -0.7; D: 18

41: Cc1cnc(NCCN2CCOCC2)nc1NCCOc1ccccc1
  A: 19; B: 0.1; C: -1.9; D: -1

42: COC(=O)c1ccc(/C=N/Nc2nnnn2-c2cccc3ccccc23)cc1
  A: 4; B: 0.2; C: 0.3; D: 5

43: COc1ccc(OCCC(=O)OCC(=O)NC2CCCCCCC2)cc1
  A: 0; B: 0.0; C: 0.3; D: -10

44: O=C(NCCC1=CCCCC1)c1ccc2c(c1)N(Cc1ccccc1F)C(=O)CS2
  A: -5; B: 0.2; C: 1.0; D: 19

45: O=C(N/N=C/c1cc(Cl)cc([N+](=O)[O-])c1O)c1ccc2c(c1)OCO2
  A: -8; B: 0.0; C: -1.1; D: -7

46: CCOc1ccc(C(=O)Nc2ccc(-c3nc4ccccc4o3)c(O)c2)cc1
  A: 2; B: -0.1; C: 1.1; D: 4

47: O=C(CCCC(=O)N/N=C/c1ccc(O)cc1)N/N=C/c1ccc(O)cc1
  A: -6; B: -0.1; C: -1.0; D: -14

48: COc1ccc(/C=N/Nc2ncccc2[N+](=O)[O-])c(OC)c1
  A: 13; B: -0.7; C: -9.1; D: 69*

49: Cc1ccc(NC(=O)C2CCCN2C(=O)NCc2ccccc2)cc1 (stereo unspecified)
  A: -4; B: -0.2; C: 0.9; D: 0

50: O=C(CSc1nc2c(c(=O)n1CCc1ccccc1)SCC2)N1CCOCC1
  A: -8; B: 0.1; C: 0.2; D: 6

# Among those listed so far, these have two or more sulfur atoms.
# Letters: A = MITF inh; B = FBW7 activator; C = GPR151 activ; D = TEAD-YAP block
8: O=C(NC1NC(c2ccccc2)=CS1)c1ccc([N+](=O)[O-])s1 (stereo unspecified)
  A: 5; B: -0.1; C: 3.1; D: -12

24: Cc1csc2nc(CSc3nc4ccccc4s3)c(Br)n12
  A: -16; B: 0.1; C: -0.1; D: -95

25: CSCCC(NS(=O)(=O)c1ccc2c(c1)oc(=O)n2C)C(=O)NC1CCCCC1 (stereo unspecified)
  A: 8; B: 0.0; C: 0.3; D: 11

27: Cc1cccn2c(=O)c(/C=C3\SC(=S)N(CC(C)C)C3=O)c(N3CCCC3)nc12
  A: -1; B: 0.1; C: 1.1; D: 7

32: CCCCNC(=O)CNC(=S)N(Cc1ccccc1)Cc1cccs1
  A: -12; B: 0.1; C: -0.9; D: -4

50: O=C(CSc1nc2c(c(=O)n1CCc1ccccc1)SCC2)N1CCOCC1
  A: -8; B: 0.1; C: 0.2; D: 6

# Source: PubChem BioAssay (The Scripps Research Institute Molecular Screening Center)

# Compounds as they come; overall some 3.4% were active at least once.
